IMPase Li inh – cell-permeable IMPase inhibitors with lithium potentiation; Potency, µM (doses to about 59.4 µM), inactives show at the top dose activity, negative = IMPase inhibition, actives largely listed as inhibitors; 210,000 compounds, 0.35% hits; CHO-M1 cells, IP1 TR-FRET (IP-One), carbachol + lithium;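 also: IP1 builds up when IMPase is blocked and the TR-FRET signal falls; potency is read from the fitted curve at half-maximal effect; plate controls were basal vehicle for no effect and high inhibitor control for full effect; nearly all actives have a fitted effect of over 50% in size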
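Lithium-sensitised IP1 accumulation assay; M1-expressing CHO cells treated 30 min at 37C with compound. Competitive antibody detection by time-resolved FRET followed a 10 min room-temperature lysis step.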
KinaseGlo FLuc – counter-screen: inhibitors of Kinase-Glo firefly luciferase; 200,000 compounds, 0.28% hits; AID 1379; Potency, µM (series often up to 38.3 µM), for the others: at the top dose activity change, negative = inhibition, most hits filed as inhibitors; Q27757; Kinase-Glo luciferase, ATP luminescence, 8 min; also: potency is read from the fitted curve at half-maximal effect; % is scaled to controls: 0 for no effect and ±100 for the full control effect; nearly all actives have a fitted effect of over 60% in size
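Luminescence was the read-out, taken after 8-minute incubation at ambient temperature. Luciferase turned over luciferin with 10 uM ATP in imidazole pH 7.2 buffer containing KCl, MgCl2, Tween 20 and BSA.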
HTT aggregate – reduces HttQ103-GFP aggregates in PC12 cells; PC12 HttQ103-GFP aggregates, Acumen cytometry, 40 h; Potency, µM (titrated, usually from 46.1 µM), for the others: at the top dose activity change, negative = inhibition, usual class: inhibitors; 220,000 compounds, 1.1% hits; AID 1688; also: potency is read from the fitted curve at half-maximal effect; % is scaled to controls: 0 for no effect and ±100 for the full control effect; nearly all actives have a fitted effect of over 60% in size
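Inducible Q103 Huntingtin exon 1–GFP PC12 line, 1500 cells/well in phenol red free DMEM with 5% equine and 5% calf serum. Tebufenozide 100 nM induced expression; compounds titrated; aggregates quantified by cytometry.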
Epigenetic reg – epigenetic control regulation, reporter derepression | murine LDR cells, GFP reporter derepression, 30 h | Potency, µM (doses to about 53.9 µM), without a hit: at the top dose GFP activation, usual class: activators | 280,000 compounds, 0.2% hits; also: potency is read from the fitted curve at half-maximal effect; % of control where 0% means no effect; nearly all actives have a fitted effect of over 60% in size
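GFP-positive cell count by laser-scanning cytometry (objects 20–120 um) after 30 h, 37 C compound exposure of murine LDR cells; reporter is CMV-GFP integrated at a silenced locus, inducible by HDAC or DNMT inhibitors.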
L3MBTL1 block – blocks human L3MBTL1; Q9Y468; AlphaScreen L3MBTL1–H3K9me1 peptide binding; Potency, µM (doses to about 57.1 µM), for the others: at the top dose activity, negative = inhibition, usual class: inhibitors; 230,000 compounds, 0.66% hits; also: potency is read from the fitted curve at half-maximal effect; % is scaled to controls: 0 for no effect and ±100 for the full control effect; nearly all actives have a fitted effect of over 60% in size
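L3MBTL1 (50 nM) pre-complexed 30 min with biotinylated H3(1-15)K9me1 peptide (75 nM), then compounds added for 30 min at room temperature; AlphaScreen streptavidin donor/nickel chelate acceptor beads (10 ug/mL final) read after 30 min dark incubation.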
NPSR antag – antagonists of human neuropeptide S receptor cAMP signaling; Q6W5P4; CHO-NPSR cells, cAMP TR-FRET, antagonist mode; Potency, µM (top dose mostly 38.3 µM), for the others: at the top dose activity change, negative = inhibition, actives largely listed as inhibitors; 220,000 compounds, 1% hits; AID 1461; also: potency is read from the fitted curve at half-maximal effect; % is scaled to controls: 0 for no effect and ±100 for the full control effect; nearly all actives have a fitted effect of over 50% in size; many of its hits are not listed in these tables
Target sequence (Q6W5P4 whole entry, looked up): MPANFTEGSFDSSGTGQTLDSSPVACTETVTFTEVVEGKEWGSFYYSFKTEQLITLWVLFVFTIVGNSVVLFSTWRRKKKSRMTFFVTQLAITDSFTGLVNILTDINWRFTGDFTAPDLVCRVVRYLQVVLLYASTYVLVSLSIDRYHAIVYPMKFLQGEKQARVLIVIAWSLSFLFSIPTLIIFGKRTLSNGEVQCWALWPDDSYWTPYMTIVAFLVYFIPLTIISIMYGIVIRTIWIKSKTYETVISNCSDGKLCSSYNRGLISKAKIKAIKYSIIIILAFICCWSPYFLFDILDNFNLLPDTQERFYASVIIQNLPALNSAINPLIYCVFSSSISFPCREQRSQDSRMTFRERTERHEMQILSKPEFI
CBFb-RUNX1 inh – inhibitors of human CBF-beta and RUNX1 interaction. 230,000 tested, under 10 active. AlphaScreen CBFb-His/RUNX1-biotin binding, biochemical. Potency, µM (top dose mostly 59.8 µM), inactives show at the highest dose activity, negative = inhibition, most hits filed as inhibitors. Q01196+Q13951; also: % of control where 0% means no effect
Target sequence (Q01196 whole entry, looked up): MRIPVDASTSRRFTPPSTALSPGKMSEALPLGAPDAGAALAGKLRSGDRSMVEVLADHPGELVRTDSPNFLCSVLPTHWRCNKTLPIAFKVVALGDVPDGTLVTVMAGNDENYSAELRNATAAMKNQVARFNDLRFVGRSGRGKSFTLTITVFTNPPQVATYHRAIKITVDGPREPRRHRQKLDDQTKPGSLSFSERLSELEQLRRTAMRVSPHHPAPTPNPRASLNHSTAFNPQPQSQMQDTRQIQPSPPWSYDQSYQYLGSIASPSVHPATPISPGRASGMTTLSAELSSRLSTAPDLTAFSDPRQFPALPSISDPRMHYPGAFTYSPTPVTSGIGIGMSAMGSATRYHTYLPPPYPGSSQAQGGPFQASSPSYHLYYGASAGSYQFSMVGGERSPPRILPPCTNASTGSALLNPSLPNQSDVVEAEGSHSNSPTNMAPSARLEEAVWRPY
Target sequence (Q13951 whole entry, looked up): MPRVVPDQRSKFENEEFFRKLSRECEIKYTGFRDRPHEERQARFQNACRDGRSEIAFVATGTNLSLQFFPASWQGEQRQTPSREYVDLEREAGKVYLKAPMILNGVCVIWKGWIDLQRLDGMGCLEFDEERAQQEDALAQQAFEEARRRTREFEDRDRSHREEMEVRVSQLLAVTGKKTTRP
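Proteins preincubated together for 20 min at RT before compound addition; 15 min later, nickel and streptavidin beads were added and left 90 min prior to AlphaScreen measurement.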
* = called active by the depositor; ? = inconclusive; . = not tested or not shown; [ ] = another dose, or the depositor's remark. Calls follow the shape of the dose curve; as a rule, active = well fitted curve in the direction sought with a large enough effect; inconclusive = small, poorly fitted or top-dose-only effect, or another doubt; inactive = no such curve, though single readings can be large; an effect the other way counts as inactive or inconclusive.

SMILES	IMPase Li inh	KinaseGlo FLuc	HTT aggregate	Epigenetic reg	L3MBTL1 block	NPSR antag	CBFb-RUNX1 inh
O=C(Nc1ccccc1N1CCOCC1)c1cccnc1	3%	-2%	12%	1.1%	17%	14%	7%
Cc1ccc(NC(CC(=O)c2ccccc2)c2ccc(F)cc2)cc1 (stereo unspecified)	17%[38.3 µM]	-6%	-12%	1.1%	-16%	-24%[46.1 µM]	-13%
CCOC(=O)N1CCN(c2c(NCCCN3CCCC(C)C3)c(=O)c2=O)CC1 (stereo unspecified)	-2%[38.3 µM]	-2%	-6%	-1.5%	.	-3%[46.1 µM]	0%
CCN(CC)P(=O)(Nc1ccccc1Br)c1ccc(N(C)C)cc1NC(=O)c1ccco1 (stereo unspecified)	3%	0%	-24%	0.9%	.	7.9µM*	-11%
CCCOc1ccc(C(=O)NC(C)C(=O)O)cc1 (stereo unspecified)	13%[38.3 µM]	-4%	21%	-2.6%	.	-9%[46.1 µM]	0%
COc1ccc(/C=C/c2cc(OC)c(OC)cc2CC[N+](C)(C)C)cc1	14%	-3%	.	0.7%	.	.	-15%
O=C(NC1CC2CCCC(C1)N2C(=O)NCc1ccccc1)C1CC1 (stereo unspecified)	1%[38.3 µM]	-2%	5%	-0.2%	5%	9%[46.1 µM]	5%
Cc1ccccc1-c1nnc(NC(=O)c2ccc(N3C(=O)CCC3=O)cc2)s1	-4%	2%	19%	-0.3%	2%	-7%	2%[2.36 µM]
CCOC(=O)CSc1nc2c(c(=O)n(Cc3ccccc3Cl)c(=O)n2C)n1C	2%[38.3 µM]	-3%	20%	-4.6%	-8%	-7%[7.67 µM]	1%
Cc1c(N/C=C/C(=O)c2cccs2)c(=O)n(-c2ccccc2)n1C	23%[38.3 µM]	-5%	24%[9.22 µM]	-1.2%	1%	-17%[46.1 µM]	4%
Cc1nc2ccccc2c(=O)n1/N=C/c1ccc(O)cc1	-11%[38.3 µM]	0%	-10%	-1.2%	-1%	-11%[46.1 µM]	-6%
O=C1C2C3C=CC(C3)C2C(=O)N1c1ccc(-c2nc3ccccc3o2)cc1 (stereo unspecified)	-9%[38.3 µM]	-4%	-9%	0.8%	-1%	-9%[46.1 µM]	4%
Cc1cc(NC(=O)C(C)C)n(-c2nc3ccccc3s2)n1	-2%	-8%	9%	1.1%	19%	-12%	11%
Cc1noc(C)c1S(=O)(=O)Nc1ccc(C(=O)N2CCN(c3ccc(F)cc3)CC2)cc1	15%	.	-10%	-1.3%	.	-17%	1%
CCCCNC(=O)Cn1cnc2sc(C)c(S(=O)(=O)N3CCN(c4ncccn4)CC3)c2c1=O	-7%	0%	22%	1.1%	.	-44%	0%
Cc1cc(C(=O)Nc2c(C)nn(Cc3ccccc3)c2C)on1	-5%[38.3 µM]	-2%	-1%	-0.4%	.	-3%[46.1 µM]	0%
CC(C)(C)c1cn(-c2ccccc2)c(=S)[nH]1	9%[38.3 µM]	5%	-9%	0.0%	-9%	1%[46.1 µM]	-7%
CCOC(=O)/C(=C\c1c[nH]c2ccccc12)NC(C)=O	3%	10%	13%	-0.8%	-11%	1%	-5%
N#Cc1c(N)sc(=S)c2c1CCCC2	?	1%	-5%	-0.4%	-4%	-5%[46.1 µM]	-19%
CC(C)(C)c1ccc(-c2nnc(SCC(=O)Nc3sc4c(c3C#N)CCCC4)o2)cc1	13%	1%	-3%	-1.1%	-4%	1%	11%
COCCn1nnnc1CN1CCC(O)(c2cccc(C(F)(F)F)c2)CC1	5%[38.3 µM]	-4%	4%	-5.2%	4%	-25%[7.67 µM]	1%
Cc1cccc(NC(=O)CC2C(=O)NC3CCCCC3N2C(=O)c2ccccc2Cl)c1 (stereo unspecified)	.	.	-30%[9.22 µM]	-0.1%	-8%	6%	14%
CCCOc1ccc(N2C(=O)CC(N(O)c3ccccc3)C2=O)cc1 (stereo unspecified)	-11%[38.3 µM]	-3%	10%	-0.8%	-10%	-10%[46.1 µM]	-11%
Cc1occc1C(=O)NCCc1ccc(Cl)cc1	14%[38.3 µM]	-1%	7%[9.22 µM]	0.0%	.	-4%[46.1 µM]	0%
CN(c1ccccc1)S(=O)(=O)c1ccc(NC(=S)NC(=O)c2ccccc2)cc1	17%[38.3 µM]	-2%	?	0.0%	.	?	-18%
CC(=O)Nc1ccc(NC(=O)CSc2nnc(-c3ccco3)n2Cc2ccco2)cc1	-3%[38.3 µM]	3%	29%	-1.2%	-3%	-9%[46.1 µM]	-2%
O=C(Nc1cccc2ccccc12)/C(=C\c1cccc([N+](=O)[O-])c1)NC(=O)c1cccs1	-3%	-1%	2%	-3.2%	1%	7%	-12%
O=C(CSc1nncc2ccccc12)Nc1cccc(C(=O)O)c1	.	.	-20%[9.22 µM]	-1.4%	.	10%	6%
CSc1nc(NC(C)(C)C)nc(Oc2ccc(=O)n(C)n2)n1	-11%[38.3 µM]	-1%	?	-1.1%	2%	-6%[46.1 µM]	1%
COc1ccc(NC(=O)c2ccccc2)c([N+](=O)[O-])c1	-2%	-5%	15%	-1.6%	-20%	5%	?
NC(=O)C(c1ccc(Sc2ccccc2)nn1)c1ccc(Cl)cc1Cl (stereo unspecified)	10%[38.3 µM]	-4%	-17%	-1.0%	.	-16%[46.1 µM]	-10%
Cn1nnnc1SCC(=O)Nc1ccc(Oc2ccc(Cl)cc2)cc1	21%[38.3 µM]	-1%	-15%	2.0%	4%	-19%[46.1 µM]	7%
CC1CCCCN1c1nnc(NC(=O)c2cc(-c3ccc(Br)cc3)on2)s1 (stereo unspecified)	31%[38.3 µM]	4%	-26%	-0.8%	-4%	-18%[46.1 µM]	4%
NC(=O)COC(=O)Cc1coc2cc3c(cc12)CCC3	2%	2%	18%	-4.0%	-12%	1%	-9%
Cc1ccnc(N2C(=O)c3cccc4c([N+](=O)[O-])ccc(c34)C2=O)c1	28%	2%	18µM*	?	-4%	10µM*	6%
CC1CN(C(=O)C2CC2)C(C)CN1C(=O)C1CC1 (stereo unspecified)	-4%	1%	2%	1.6%	9%	11%	2%
Cc1cc(C)n(Cc2ccc(NC(=O)c3ccc(COc4ccccc4Br)cc3)cc2)n1	6%[38.3 µM]	-3%	?	-0.9%	-2%	-21%[46.1 µM]	4%
Cc1cccc(C)c1NC(=O)c1ccc(-n2cncn2)nc1	17%[38.3 µM]	2%	-13%	1.2%	6%	-10%[46.1 µM]	8%
Cc1cc(C)nc(N2CCC(C(=O)NNC(=O)c3ccc(Cl)cc3)CC2)n1	.	.	26%[9.22 µM]	-3.2%	.	11%	6%
O=c1c2ccccc2cnn1Cc1n[nH]c(=S)n1-c1ccc(F)cc1	-2%	1%	19%	-0.1%	5%	-8%	-1%
CCOCCCn1c(SCC(=O)NC(C)(C)C)nc2ccccc2c1=O	1%[38.3 µM]	-3%	11%	-10%	7%	-17%[46.1 µM]	-5%
CCC1CCCCN1C(=O)c1nn2cccnc2c1Cl (stereo unspecified)	5%[38.3 µM]	-4%	8%	0.0%	5%	-5%[46.1 µM]	-3%
CNC(=S)N1CCc2cc(OC)c(OC)cc2C1	.	.	-9%[9.22 µM]	-0.7%	1%	52%	1%
COc1ccc(/C([O-])=C(/C(=S)Nc2ccc(C)c(C)c2)n2c[n+](C)c3ccccc32)cc1OC	1%	1%	1%	8.7%	-7%	-6%	2%
COCC(=O)Nc1nc2ccccc2s1	-3%[38.3 µM]	-3%	-3%	-0.7%	.	3%[46.1 µM]	0%
O=C(CNC(=O)c1ccc(S(=O)(=O)N2CCCC2)cc1)N/N=C/c1c(Cl)cccc1Cl	19%	1%	11µM*	0.9%	7%	0%	-1%
OC(COCc1ccccc1)CN1CCN(c2ccccc2)CC1 (stereo unspecified)	9%[38.3 µM]	-1%	4%	1.0%	-2%	0%[46.1 µM]	0%
CC(=O)n1c2ccccc2c2nc(NC(C)C)sc21	11%[38.3 µM]	8%	13%	1.7%	-8%	-7%[46.1 µM]	-11%
O=C(NCc1ccccc1)C1C2C=CC3(CN(Cc4cccnc4)C(=O)C13)O2 (stereo unspecified)	13%[38.3 µM]	-1%	-6%	-0.9%	1%	-10%[46.1 µM]	-2%
O=C(NCCc1ccccc1)c1ccc(=O)[nH]c1	6%[38.3 µM]	-6%	25%	-1.4%	44%[activator]	13%[46.1 µM]	-4%
Cc1ccc(SCCNC(=O)c2ccc(C)c(S(=O)(=O)Nc3ccccc3C)c2)cc1	17%[38.3 µM]	3%	18µM*	-1.2%	4%	?	3%
Cc1nn(CC(=O)c2ccc(Cl)cc2Cl)c(C)[n+]1N	-2%	2%	-5%	0.0%	11%	6%[46.1 µM]	2%
CCOC(=O)C1=NN(N=O)C2(CC(=O)N(c3cc(C)cc(C)c3)C2=O)C1 (stereo unspecified)	10%[38.3 µM]	-2%	23%	-0.6%	.	-24%[46.1 µM]	4%
Cc1ccc(S(=O)(=O)N2CCCCC2)cc1NC(=O)CSCC(=O)O	4%	0%	10%	-0.5%	8%	11%	-2%
C#CC(C)(CC)NC(=O)c1cc(OC)c(OC)c(OC)c1 (stereo unspecified)	-8%[38.3 µM]	-1%	?	-1.6%	48%[activator]	-11%[46.1 µM]	0%
Cc1ccc(-c2nc(CS(=O)(=O)CC(=O)N3CC(C)CC(C)C3)c(C)o2)cc1 (stereo unspecified)	60%[activator][38.3 µM]	3%	-30%	-0.8%	-1%	-10%[46.1 µM]	-9%
COc1cc(OC)cc(C(=O)OC/C(O)=C(\C#N)c2nc3ccccc3[nH]2)c1	.	.	3%[9.22 µM]	-1.6%	.	-59%	-16%
CNC(=O)c1ccccc1S(=O)(=O)c1ccccc1C#N	-5%[38.3 µM]	9%	7%	-2.6%	-14%	-17%[46.1 µM]	-5%
O=C(NC(=S)NNC(=O)c1cnccn1)c1ccc(Cl)cc1	.	.	5%[9.22 µM]	-7.2%	.	-7%	-25%
CCN=C1S/C(=C\c2cn(C(C)=O)nc2-c2ccccc2)C(=O)N1CC	22%	1%	?	-1.0%	7%[11.4 µM]	-14%	1%
COc1cc(NC(C)=O)c2ncccc2c1[N+](=O)[O-]	1%	2%	11%	-0.6%	19%	15%	0%

Arranged by length of the SMILES (largest number first): 3 of the compounds above
SMILES	IMPase Li inh	KinaseGlo FLuc	HTT aggregate	Epigenetic reg	L3MBTL1 block	NPSR antag	CBFb-RUNX1 inh
O=C(Nc1cccc2ccccc12)/C(=C\c1cccc([N+](=O)[O-])c1)NC(=O)c1cccs1	-3%	-1%	2%	-3.2%	1%	7%	-12%
CSc1nc(NC(C)(C)C)nc(Oc2ccc(=O)n(C)n2)n1	-11%[38.3 µM]	-1%	?	-1.1%	2%	-6%[46.1 µM]	1%
O=C(NCCc1ccccc1)c1ccc(=O)[nH]c1	6%[38.3 µM]	-6%	25%	-1.4%	44%[activator]	13%[46.1 µM]	-4%

Bioassay records (PubChem)

These rows are one share of the data, so the mix of outcomes need not match the whole.
